PAFAH1B2 FP inh – inhibitors of human PAFAH1B2 | recombinant PAFAH1B2, FP-rhodamine activity probe, fluorescence polarization | inhibition, % at 3.39 µM | 340,000 compounds, 1.2% hits;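 active = inhibition above the mean of all tested compounds plus 3 SD, cut at about 24% in these data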;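 note: 0% = enzyme with DMSO and 100% = wells lacking PAFAH1B2; many of its hits are not listed in these tables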
Target sequence (P68402 whole entry, looked up): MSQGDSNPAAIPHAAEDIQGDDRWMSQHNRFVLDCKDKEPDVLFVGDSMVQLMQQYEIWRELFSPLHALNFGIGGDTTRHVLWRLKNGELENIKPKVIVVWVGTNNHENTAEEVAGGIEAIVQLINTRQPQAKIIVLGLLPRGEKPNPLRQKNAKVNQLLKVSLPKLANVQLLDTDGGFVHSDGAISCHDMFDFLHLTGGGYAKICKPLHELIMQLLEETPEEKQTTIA
MEX-5 binding – C. elegans MEX-5 TCR-2 RNA binding activity. AID 1832. MEX-5/FITC-TCR2 RNA binding, fluorescence polarization; stronger effect = lower value. activity score (negative = inhibition of binding), % at 10 µM. Q9XUB2. 300,000 compounds, 0.38% hits;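 active = inhibition past about -25% in most replicates, and total fluorescence under double the plate's negative control median, limit read from the data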;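 note: 0% = DMSO and -100% = 5 µM competing unlabeled TCR2 RNA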
An asterisk follows results filed as active; / = no result given. An excerpt; the hit share may differ from the screen's.

SMILES | PAFAH1B2 FP inh | MEX-5 binding
CC1=C(C(=O)O)N2C(=O)[C@@H](NC(=O)[C@H](N)c3ccc(O)cc3)[C@H]2SC1 | 0 | /
CCOC(=O)C1(CCOc2ccccc2)CCN(Cc2ccc(O)c(Cl)c2)CC1 | 4 | -0.5
